PAD4 inh: blocks human protein arginine deiminase 4; recombinant PAD4, RCA probe fluorescence polarization; inhibition, % at 6.36 µM; 330,000 tested, 0.41% active;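 active = percent inhibition above a cutoff equal to the mean of all tested compounds plus 3 SD, cut at about 15% in these data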;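 also: 0% = PAD4 with RCA probe and DMSO and 100% = probe without PAD4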
PME-1 inh: blocks human protein phosphatase methylesterase 1. AID 2130. Q9Y570. recombinant PME-1, FP-Rh probe fluorescence polarization. 320,000 tested, 0.53% active. inhibition, % at 5.9 µM;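 active = inhibition above the campaign mean of all compounds plus 3 SD, cut at about 26% in these data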;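 also: competitive labeling of PME-1 active site by serine hydrolase directed probe; 0% = PME-1 with DMSO and 100% = wells lacking PME-1 enzyme; inhibitors block probe labeling so polarization falls and inhibition rises; many of its hits are not listed in these tables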
Target sequence (Q9Y570 whole entry, looked up): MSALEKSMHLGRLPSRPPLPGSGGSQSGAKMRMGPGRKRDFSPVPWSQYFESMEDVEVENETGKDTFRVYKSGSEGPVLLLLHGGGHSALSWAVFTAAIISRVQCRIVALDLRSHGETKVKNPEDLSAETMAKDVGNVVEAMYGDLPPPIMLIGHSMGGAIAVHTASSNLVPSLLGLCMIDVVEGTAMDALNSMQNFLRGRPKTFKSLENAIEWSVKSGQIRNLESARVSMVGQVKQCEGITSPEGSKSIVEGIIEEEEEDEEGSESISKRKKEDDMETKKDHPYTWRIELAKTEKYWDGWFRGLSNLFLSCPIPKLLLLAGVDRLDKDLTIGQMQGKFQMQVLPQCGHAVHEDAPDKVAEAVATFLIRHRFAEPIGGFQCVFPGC
pPAFAH inh: inhibitors of human plasma PAF acetylhydrolase (pPAFAH); recombinant pPAFAH, FP-rhodamine probe fluorescence polarization; inhibition, % at 3.39 µM; 330,000 tested, 1.5% active; Q13093;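 active = inhibition above the mean inhibition across the screen plus 3 SD, cut at about 25% in these data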;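 also: inhibitors block binding of the rhodamine activity-based probe so polarization drops; 0% = enzyme with DMSO and 100% = wells lacking pPAFAH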
LYPLA1 counter: blocks human lysophospholipase 1, a PME1 counter-screen | AID 2174 | inhibition, % at 5.9 µM | recombinant LYPLA1, FP-Rh probe fluorescence polarization | 320,000 tested, 0.16% active | O75608;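 active = inhibition above the mean of all tested compounds plus 3 SD, set per campaign, cut at about 14% in these data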;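 also: inhibitors block serine hydrolase probe labeling of LYPLA1 so polarization falls; 0% = enzyme with DMSO and 100% = wells lacking LYPLA1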
PAFAH1B3 FP inh: inhibitors of human PAFAH1B3; Q15102; inhibition, % at 3.39 µM; recombinant PAFAH1B3, FP-rhodamine probe, fluorescence polarization; 340,000 tested, 0.28% active; AID 492972;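 active = inhibition above the screen-wide average of all tested compounds plus 3 SD, cut at about 25% in these data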;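 also: 0% = enzyme with DMSO only and 100% = wells lacking PAFAH1B3 protein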
Target sequence (Q15102 whole entry, looked up): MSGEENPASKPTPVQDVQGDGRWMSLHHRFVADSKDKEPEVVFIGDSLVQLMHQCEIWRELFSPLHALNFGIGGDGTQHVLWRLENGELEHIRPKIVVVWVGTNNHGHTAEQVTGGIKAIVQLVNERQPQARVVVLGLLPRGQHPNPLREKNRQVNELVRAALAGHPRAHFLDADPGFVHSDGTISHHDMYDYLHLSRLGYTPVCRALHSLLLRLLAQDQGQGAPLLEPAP
PAFAH1B2 FP inh: PAFAH1B2 (human) inhibition | P68402 | recombinant PAFAH1B2, FP-rhodamine activity probe, fluorescence polarization | inhibition, % at 3.39 µM | 340,000 tested, 1.2% active;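 active = inhibition above the mean of all tested compounds plus 3 SD, cut at about 24% in these data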;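 also: 0% = enzyme with DMSO and 100% = wells lacking PAFAH1B2; many of its hits are not listed in these tables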
Target sequence (P68402 whole entry, looked up): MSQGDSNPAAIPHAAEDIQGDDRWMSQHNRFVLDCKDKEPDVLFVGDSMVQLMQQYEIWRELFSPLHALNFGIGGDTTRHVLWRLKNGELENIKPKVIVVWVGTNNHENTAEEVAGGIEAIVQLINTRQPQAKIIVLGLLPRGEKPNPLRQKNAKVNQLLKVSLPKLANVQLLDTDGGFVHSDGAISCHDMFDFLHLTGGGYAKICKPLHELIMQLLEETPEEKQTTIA
Fam108B counter: Fam108B inhibition, counter-screen for RBBP9 inhibitors; recombinant Fam108B, FP-Rh probe fluorescence polarization; AID 1947; inhibition, % at 9.51 µM; 300,000 tested, 0.33% active;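 active = inhibition above the screen mean inhibition plus 3 SD, computed separately per campaign, cut at about 18% in these data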;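 also: inhibitors lower polarization as less probe binds the enzyme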
PAFAH2 inh: PAFAH2 (human) inhibition; Q99487; recombinant PAFAH2, FP-rhodamine activity probe, fluorescence polarization; inhibition, % at 3.39 µM; 340,000 tested, 0.99% active; AID 492956;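 active = inhibition above the mean over all tested compounds plus 3 SD, cut at about 30% in these data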;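 also: inhibitors block probe labeling of enzyme so polarization drops; 0% = enzyme with DMSO and 100% = wells lacking PAFAH2 protein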
GSTO1 counter: counter-screen for RBBP9 inhibitors: inhibitors of human GSTO1 | P78417 | recombinant GSTO1, activity-based probe fluorescence polarization | inhibition, % at 5.96 µM | 300,000 tested, 1.1% active | AID 1974;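 active = inhibition above the campaign mean inhibition plus 3 SD, cut at about 35% in these data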;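 also: 0% = GSTO1-1 with DMSO and 100% = wells lacking GSTO1-1 enzyme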
* hit, by the source's call; nt = not tested or not shown. Only part of the results is shown. The share of hits here may be higher or lower than overall.

SMILES	PAD4 inh	PME-1 inh	pPAFAH inh	LYPLA1 counter	PAFAH1B3 FP inh	PAFAH1B2 FP inh	Fam108B counter	PAFAH2 inh	GSTO1 counter
Cc1cccc(-n2nnnc2SCC(=O)NCC2CCCO2)c1 (centres undefined)	-4	-5	-1	0	-4	4	0	0	-7
CCc1c(C)c(C#N)c2nc3ccccc3n2c1NC	0	0	0	2	-2	0	7	2	14
O=C(N[C@@H](c1ccccc1)[C@@H]1C[C@H]1C(=O)O)OCc1ccccc1	1	6	2	1	7	2	-2	0	8
COc1ccc(-c2csc3ncnc(N4CCN(S(=O)(=O)c5ccc(Cl)s5)CC4)c23)cc1	-1	-4	-4	-7	0	-7	-9	4	-24
Cc1ccc(CN2C(=O)CCC2C(=O)NCCCN2CCCCC2C)cc1 (centres undefined)	-3	-2	4	-1	5	0	7	-1	-3
O=C(CCC(=O)N1CCSc2ccccc21)NCc1ccc(Cl)cc1	-2	0	0	-3	-3	25*	-2	9	5
COc1ccccc1CNC(=O)CSc1nc2c(oc3ccccc32)c(=O)n1CC1CCCO1 (centres undefined)	0	1	5	-2	1	6	0	1	-8
COc1ccc(N(CC(=O)NC2CCCC2)C(=O)c2ccc(C)s2)c(OC)c1	5	7	4	1	5	5	4	-3	5
O=C(CCC1CCCN(C(=O)c2cccc(F)c2)C1)N1CCN(c2ccccn2)CC1 (centres undefined)	4	4	25*	3	8	2	2	-6	4
COc1ccc(N2CC(C(=O)N[C@@H](C)C(=O)NC3CCCC3)CC2=O)cc1 (some centres undefined)	1	-8	-6	-4	0	-2	1	0	1
Cc1nc(C)c(C(=O)Nc2cccc(C)c2C)o1	0	1	-1	5	6	-6	3	-2	8
COc1ccc(NC(=O)CC(Cc2ccccc2)C(=O)O)cc1 (centres undefined)	-2	-1	0	-3	5	2	-4	6	-2
O=C(c1cccc(NS(=O)(=O)c2cccc(C(F)(F)F)c2)c1)N1CCOCC1	-5	3	4	-1	9	2	-1	5	4
COc1cc(CCCN2C(=S)NC[C@H]2Cc2ccc(O)cc2)cc(OC)c1OC	-5	0	0	4	8	0	-3	-2	6
C=CCn1c(SCC(=O)N2CCOCC2)nc(O)cc1=O	-1	3	2	2	5	1	-4	3	4
N/C(=N\OC(=O)CCCN1C(=O)c2ccccc2C1=O)c1ccc(Br)cc1	1	-4	4	0	10	16	5	3	0
O=C1CC(NC23CC4CC(CC(C4)C2)C3)C(=O)N1c1ccc2c(c1)OCO2 (centres undefined)	5	1	0	0	0	11	-4	3	1
C1CN(c2nc3nonc3nc2N2CCSCC2)CCO1	-3	-1	1	-3	-1	-2	0	-6	-11
CC(=O)NNC(=O)CSc1nnc(-c2ccccc2)c(-c2ccccc2)n1	0	20	11	-4	15	10	3	15	5
CCOC(=O)Cc1csc(N/N=C\c2ccccc2OC)n1	-3	-2	3	1	0	3	2	-3	3

4 records picked at random from those above:
SMILES	PAD4 inh	PME-1 inh	pPAFAH inh	LYPLA1 counter	PAFAH1B3 FP inh	PAFAH1B2 FP inh	Fam108B counter	PAFAH2 inh	GSTO1 counter
Cc1cccc(-n2nnnc2SCC(=O)NCC2CCCO2)c1 (centres undefined)	-4	-5	-1	0	-4	4	0	0	-7
Cc1nc(C)c(C(=O)Nc2cccc(C)c2C)o1	0	1	-1	5	6	-6	3	-2	8
C=CCn1c(SCC(=O)N2CCOCC2)nc(O)cc1=O	-1	3	2	2	5	1	-4	3	4
C1CN(c2nc3nonc3nc2N2CCSCC2)CCO1	-3	-1	1	-3	-1	-2	0	-6	-11

(listing goes on)
SMILES	PAD4 inh	PME-1 inh	pPAFAH inh	LYPLA1 counter	PAFAH1B3 FP inh	PAFAH1B2 FP inh	Fam108B counter	PAFAH2 inh	GSTO1 counter
Cc1ccc(S(=O)(=O)NCCC(=O)N2CCOCC2)cc1C	2	4	2	6	0	-2	3	-2	-6
N#CCc1ccc(NC(=O)c2ccccc2C(=O)Nc2ccc(CC#N)cc2)cc1	3	4	1	-1	4	-1	0	2	-2
COCCNc1nc(C)cc(-c2cc(-c3ccc(Cl)cc3)on2)n1	-5	-12	6	-10	7	2	-3	1	-3
CC(=O)NCCOc1c(C)cc(S(N)(=O)=O)cc1C	-7	1	-3	2	5	2	-4	-3	-7
Cc1onc(-c2c(F)cccc2Cl)c1C(=O)O/N=C(\N)c1ccc([N+](=O)[O-])o1	-3	4	4	-3	1	0	1	-2	12
COc1ccc(Cn2c(CCC(=O)NCc3ccco3)nc3cccnc32)cc1	5	0	4	3	6	-5	3	-9	0
COc1ccc(C(C)=O)cc1CN1C(=O)NC2(CCCC2)C1=O	2	-3	5	-2	7	12	-5	0	11
Cc1cccc(OCC(=O)NCc2ccncc2)c1C	-5	-3	0	2	-4	4	0	9	-2
O=C(CSc1ccc2nnc(CCNC(=O)c3ccccc3)n2n1)NCc1ccco1	-3	1	3	2	7	6	6	0	-1
CCN(CC)c1ccc(/C=N/NC(=O)OC(C)(C)C)cc1	5	4	4	1	0	1	-1	6	1
O=C(COC(=O)c1ccc(Cl)cc1O)NCCN1C(=O)CSC1=O	-2	2	8	2	7	2	3	-5	1
CC1(C)CC(=O)C(C(C2=C(O)CC(C)(C)CC2=O)c2cccc(O)c2)C(=O)C1 (centres undefined)	3	2	2	-3	9	6	-1	10	-2
CCCCCCc1cc2cc(/C(N)=N/NC(=O)c3ccncc3)c(=O)oc2cc1O	12	2	8	-1	5	-7	nt	7	nt
N#CC[C@H](Cc1ccccc1)N1CC[C@@H](NC(=O)OCc2ccccc2)CCC1=O	3	0	7	6	-6	2	1	3	7
CCN(CCNC(=O)C1CCN(c2nnc(-n3cccc3)s2)CC1)c1ccccc1	2	-1	1	-1	1	2	-1	-3	0
COc1cc(C)c(S(=O)(=O)n2c([N+](=O)[O-])cnc2C)cc1C	1	4	-1	0	5	8	-2	7	0
COC(=O)[C@@H]1C[C@H]2CC[C@H](O)C[C@H]2N1Cc1ccc(C(F)(F)F)cc1	-2	0	6	0	7	2	0	-5	6
CC(OC(=O)c1ccc(Cl)nc1)C(=O)N1CCc2ccccc21 (centres undefined)	-5	-1	-4	0	-2	5	2	1	4
O=C(CCN1C(=O)/C(=C\c2ccccc2)SC1=S)NNC(=O)c1ccccc1O	-6	-11	19	-4	16	2	-4	-2	7
CCOc1ccc2ccccc2c1/C=N/NC(=O)CNC(=O)Cc1ccccc1	-6	0	0	-3	-5	-3	-4	-1	0

Complete entries, quoted from the list. Screens in order: PAD4 inh, PME-1 inh, pPAFAH inh, LYPLA1 counter, PAFAH1B3 FP inh, PAFAH1B2 FP inh, Fam108B counter, PAFAH2 inh, GSTO1 counter
Record of `COc1cc(C)c(S(=O)(=O)n2c([N+](=O)[O-])cnc2C)cc1C` → 1, 4, -1, 0, 5, 8, -2, 7, 0
Record of `CC(OC(=O)c1ccc(Cl)nc1)C(=O)N1CCc2ccccc21` (centres undefined) → -5, -1, -4, 0, -2, 5, 2, 1, 4
Record of `COCCNc1nc(C)cc(-c2cc(-c3ccc(Cl)cc3)on2)n1` → -5, -12, 6, -10, 7, 2, -3, 1, -3
Record of `Cc1onc(-c2c(F)cccc2Cl)c1C(=O)O/N=C(\N)c1ccc([N+](=O)[O-])o1` → -3, 4, 4, -3, 1, 0, 1, -2, 12
Record of `CC1(C)CC(=O)C(C(C2=C(O)CC(C)(C)CC2=O)c2cccc(O)c2)C(=O)C1` (centres undefined) → 3, 2, 2, -3, 9, 6, -1, 10, -2

An excerpt from above in order of their number in PAD4 inh, smallest number first:
smiles	PAD4 inh	PME-1 inh	pPAFAH inh	PAFAH1B3 FP inh	PAFAH1B2 FP inh	PAFAH2 inh
CCOc1ccc2ccccc2c1/C=N/NC(=O)CNC(=O)Cc1ccccc1	-6	0	0	-5	-3	-1
N#CCc1ccc(NC(=O)c2ccccc2C(=O)Nc2ccc(CC#N)cc2)cc1	3	4	1	4	-1	2
CCN(CC)c1ccc(/C=N/NC(=O)OC(C)(C)C)cc1	5	4	4	0	1	6

New compounds follow:
SMILES	PAD4 inh	PME-1 inh	pPAFAH inh	LYPLA1 counter	PAFAH1B3 FP inh	PAFAH1B2 FP inh	Fam108B counter	PAFAH2 inh	GSTO1 counter
N#Cc1ccsc1NC(=O)CN1CCN(Cc2ccccc2)CC1	-9	0	1	-2	4	3	2	3	-1
O=C(NCc1ccccn1)C1Nc2ccc(C(F)(F)F)cc2C2C=CCC12 (centres undefined)	-6	-1	20	-2	2	1	-1	9	6
COc1ccc(N(CC(=O)NCCSCc2ccco2)S(=O)(=O)c2ccccc2)cc1	-5	-7	-1	-4	3	4	-2	3	4
CCc1ccc(-c2cc3c(=O)n(CC(=O)N4CCCCCC4)nc(C)n3n2)cc1	-3	-1	5	-4	-1	4	0	0	5
O=C(CCCc1ccccc1)Nc1cccc(C(=O)O)c1	-5	-1	-2	-1	8	25*	-2	7	0
COc1ccc(CN(C(=O)CNC(=O)c2ccco2)C(C(=O)NCC2CCCO2)c2ccc(OC)c(OC)c2)cc1 (centres undefined)	1	4	5	-2	0	7	6	-6	0
CCOC(=O)N1CCN(C(=O)CSc2nc3ccccc3c(=O)n2-c2ccccc2)CC1	1	0	-1	-4	3	3	2	7	-6
CCOCCn1c(CN2CCN(CCO)CC2)nc2c1c(=O)n(C)c(=O)n2C	0	1	3	-3	7	0	3	-7	-2
Cc1nn(Cc2c(Cl)cccc2Cl)c(C)c1NC(=O)CCCn1nc(C)c([N+](=O)[O-])c1C	2	3	0	6	2	0	7	-10	4
Cc1ccc(CN2CCN(C(=O)c3ccncc3)CC2)cc1	1	-2	3	-4	1	1	-3	6	-6
CCOc1ccc(CN(C)C(=O)CCNC(=O)c2ccco2)cc1	1	0	0	1	-3	-3	nt	-1	nt
CC1CN(C(=S)Nc2cccc(Cl)c2)CC(C)O1 (centres undefined)	-5	-2	4	0	13	1	-3	4	-4
Cc1ccc(S(=O)(=O)N2CCC(C(=O)OCC(=O)N(CC(C)C)C3CCS(=O)(=O)C3)CC2)cc1C (centres undefined)	-1	16	0	-2	5	0	-5	4	2
CC(=O)C1=C(C)OC(N)=C(C#N)C1c1ccco1 (centres undefined)	-6	-2	5	1	-3	-4	-1	-6	10
O=C(COc1ccc(S(=O)(=O)NC2CCCCC2)cc1)NCC1CCCO1 (centres undefined)	1	-1	11	-1	11	1	1	6	3
Cc1cc(C(C#N)c2cccc(Cl)c2)n2ncnc2n1 (centres undefined)	-1	7	15	2	-1	11	12	15	-6
CC(CCc1ccc(O)cc1)NC1c2ccccc2-c2ccccc21 (centres undefined)	0	-4	-1	-3	2	6	-3	1	0
CCOc1ccc(C(C)(N)C(=O)O)cc1 (centres undefined)	-1	10	4	1	-1	8	-1	4	2
C=CCOc1ccc(C2C3=C(CCCC3=O)N(CC(=O)O)C3=C2C(=O)CCC3)cc1OCC	-1	4	5	3	6	2	1	2	5
CN(c1ccc(C(=O)NCc2ccccc2)cc1)S(C)(=O)=O	4	1	0	1	3	-4	-2	0	-2
CCOc1ccc(OCCN(C)Cc2ccccc2)cc1	-1	1	5	1	-2	1	-1	0	2
Cc1nnc(-c2ccc(Cl)cc2)[nH]c1=O	-3	-1	4	1	9	4	-2	1	-8

Screening data (PubChem BioAssay)
